# FUS suppressor: qHTS for Suppressors of FUS Proteinopathy: Primary screen using FUS-linked yeast assay; Potency, µM (doses to about 76.6 µM), for the others: top-dose growth rescue (activation), usual class: activators; S. cerevisiae FUS-expressing, growth rescue, OD600, 24 h; 390,000 tested, 0.24% active;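 also: plate controls were DMSO vehicle for no effect and reference control for full effect; nearly all actives have a fitted effect of over 55% in size; some results filed as inactive show a strong effect at the top dose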
#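 Read-out: OD at 600 nm after 24hr at 30C, reporting rescue of FUS-induced yeast toxicity. Cells at OD 0.005 in galactose (2%) minimal medium; compounds tested in a dilution series; CP55940 titration from 92uM final as control.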
# Abeta yeast res: qHTS for compounds that reverse cellular toxicity of Amyloid beta (A-beta) peptide in yeast: Primary Screen; 410,000 tested, 0.063% active; yeast expressing A-beta42, growth rescue, OD600, 48 h; response scale: 0% DMSO, 100% iron-clioquinol control; Potency, µM (titrated, usually from 46.1 µM), inactives show at the highest dose growth rescue, hits mostly activators; AID 1347071, 2019; also: nearly all actives have a fitted effect of over 55% in size
#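 Yeast growth medium received pinned compounds, then yeast cells expressing toxic A-beta were added; plates incubated at 30 C for 48 hr. Growth read as absorbance at 600 nm, normalized to DMSO and equimolar FeCl3 plus clioquinol controls.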
# * hit, by the source's call; ? = inconclusive; [ ] = remark or other dose. Calls follow the shape of the dose curve; as a rule, active = well fitted activation curve with a large enough effect; inconclusive = small, poorly fitted or top-dose-only effect; inactive = no such curve, though single readings can be large or run the other way. Potency is read from the fitted curve at half-maximal effect. This is a subset, so the mix of outcomes need not match the whole.
# A first look:
1	Cc1ccc(C(=O)NCC(c2ccc3c(c2)OCO3)N2CCOCC2)cc1C (centres undefined)
2	COc1ccccc1N1CCN(c2ncc3c(n2)CCN(Cc2ccccc2F)C3)CC1
3	CCCOc1ccc(C(=O)NCC(c2ccc(OC)cc2)N2CCCCC2)cc1 (centres undefined)
4	CCCn1c2ccccc2c2cnn(CC(=O)NCc3cc(OC)ccc3OC)c(=O)c21

Compound	1	2	3	4
FUS suppressor	5%	-20%	-16%	-17%
Abeta yeast res	-4%	-8%	11%	0%

# Results, previewed entries included:
1	Cc1ccc(C(=O)NCC(c2ccc3c(c2)OCO3)N2CCOCC2)cc1C (centres undefined)
2	COc1ccccc1N1CCN(c2ncc3c(n2)CCN(Cc2ccccc2F)C3)CC1
3	CCCOc1ccc(C(=O)NCC(c2ccc(OC)cc2)N2CCCCC2)cc1 (centres undefined)
4	CCCn1c2ccccc2c2cnn(CC(=O)NCc3cc(OC)ccc3OC)c(=O)c21
5	COC(=O)c1ccc(Nc2nnc(-c3ccc(C)c(S(=O)(=O)N4CCN(C)CC4)c3)c3ccccc23)cc1
6	Cc1cccc(Cn2c(=O)n(Cc3ccc4c(c3)OCO4)c(=O)c3oc4ccccc4c32)c1
7	CCCCCn1c(=O)[nH]c2cc(C(=O)N3CCN(c4cc(Cl)ccc4C)CC3)ccc2c1=O
8	CCN(CC)CCNC(=O)c1nn(-c2ccc(OC)c(Cl)c2)c(=O)c2c1c1ccccc1n2C

Compound	1	2	3	4	5	6	7	8
FUS suppressor	5%	-20%	-16%	-17%	24%	14%	-26%	-7%
Abeta yeast res	-4%	-8%	11%	0%	2%	-9%	7%	-16%

9	O=C(Cn1cc(SCc2cccc(C(F)(F)F)c2)c2ccccc21)N1CCCCCC1
10	Cc1c(Cl)cccc1NC(=O)Nc1ccc2snnc2c1
11	O=C(Cn1ncc2c3ccccc3n(Cc3cccc(Cl)c3)c2c1=O)NCc1cccs1
12	Cc1nc(SCc2cccc(Cl)c2)nc2c1CCCC2
13	CCOc1ccc(OCC)c(NS(=O)(=O)c2cc(-c3cnc(C)o3)ccc2OC)c1
14	Cc1ccc(CNC(=O)c2ccc(-c3nc(CS(=O)(=O)c4ccc(C)cc4)c(C)o3)cc2)cc1
15	CCCCOC(=O)/C(C#N)=C/c1ccc(-c2ccc(Br)cc2)o1
16	Cc1cc(OCC(=O)Nc2cc(-c3nc4ccccc4[nH]3)ccc2C)ccc1Cl

Compound	9	10	11	12	13	14	15	16
FUS suppressor	43%	26%	-17%	0%	5%	1%	16%	-1%
Abeta yeast res	8%	-5%	-3%	5%	-7%	-16%	-17%	-54%[inhibitor]

17	Cc1ccc(S(=O)(=O)c2nc(-c3cccs3)oc2SC(C)c2ccccc2)cc1 (centres undefined)
18	CCCn1c(=O)c2sccc2n2c(CCCC(=O)Nc3ccc(C)c(F)c3)nnc12
19	Cc1cccc(CN2CCN(CC(=O)Nc3c(C)cccc3C)S2(=O)=O)c1
20	CCc1ccc(NC(=O)CN2C(=O)C(c3ccccc3)=NC23CCCCCC3)cc1
21	Cc1oc2ccc(O)c(CN3CCCC3)c2c1C(=O)Nc1ccc(C(C)C)cc1
22	CCc1ccc2oc(C(=O)Nc3cccc(Cl)c3C)cc(=O)c2c1
23	COc1ccc(Cn2c(C(=O)O)c(CNC3CCCCC3)c3ccc(C)cc32)cc1
24	CCCCN(CC)C(=O)C1CCCN(c2ncnc3c2nc2n3CCCCC2)C1 (centres undefined)

Compound	17	18	19	20	21	22	23	24
FUS suppressor	22%	-10%	31%	32%	24%	-3%	16%	22%
Abeta yeast res	3%	-30%	-5%	-34%	-1%	-6%	8%	-14%

25	COc1ccc(-c2onc(C)c2C)cc1S(=O)(=O)NCC1CCN(Cc2ccccc2F)CC1
26	COc1cc(NS(=O)(=O)c2ccc(NC(=O)c3cccc(F)c3)cc2)nc(OC)n1
27	Cc1ccc(Cl)cc1NC(=O)Nc1nnc(N2CCCC(C)C2)s1 (centres undefined)
28	CCc1ccccc1NC(=O)CSc1ncc2c(n1)-c1ccccc1N(C)S2(=O)=O
29	CCN(Cc1ccccc1)S(=O)(=O)c1ccc(F)c(C(=O)Nc2cc(C)ccc2OC)c1
30	O=C(Nc1cc(Cl)ccc1Cl)c1cc(S(=O)(=O)N2CCCc3ccccc32)ccc1F
31	CSc1nc(C)cc(Nc2c(C)cc(C)cc2C)n1
32	COc1ccc(NC(=O)CSc2oc(-c3ccco3)nc2S(=O)(=O)c2ccc(Br)cc2)c(OC)c1

Compound	25	26	27	28	29	30	31	32
FUS suppressor	13%	14%	-12%	-14%	1%	10%	33%	?
Abeta yeast res	6%	-21%	-5%	-14%	-8%	-10%	1%	2%

# By substructure: the compounds so far containing an NH in an aromatic ring.
7	CCCCCn1c(=O)[nH]c2cc(C(=O)N3CCN(c4cc(Cl)ccc4C)CC3)ccc2c1=O
16	Cc1cc(OCC(=O)Nc2cc(-c3nc4ccccc4[nH]3)ccc2C)ccc1Cl

Compound	7	16
FUS suppressor	-26%	-1%
Abeta yeast res	7%	-54%[inhibitor]

# (listing goes on)
33	COc1ccc(Cn2ccnc2SCC(=O)Nc2ccc3c(c2)OCO3)cc1
34	COc1cccc2cc(-c3csc(-c4ccc(Cl)cc4)n3)c(=O)oc12
35	Cc1cccc(N2CCN(C(=O)c3cn(C4CCCCC4)c(=O)c4c3c3ccccc3n4C)CC2)c1C
36	CCN(CC)C(=O)c1sc2c(c1C)c(=O)n(-c1ccc(OC)cc1OC)c(=O)n2CC(=O)Nc1ccccc1
37	CCn1c(CN2CCCCC2)nc2cc(NC(=O)COc3ccccc3C(C)(C)C)ccc21
38	COc1cccc(Cn2c(=O)n(-c3ccc(C)c(F)c3)c(=O)c3sc4ccccc4c32)c1
39	CNC(=O)c1ccc(Nc2nnc(-c3ccc(C)c(S(=O)(=O)NC(C)(C)C)c3)c3ccccc23)cc1
40	O=C1c2ccccc2-c2onc3c(Br)cc(NC4CCCCC4)c1c23

Compound	33	34	35	36	37	38	39	40
FUS suppressor	-5%	-17%	-21%	42%	12%	-15%	-5%	-23%
Abeta yeast res	2%	-5%	-14%	6%	-4%	-9%	-14%	-5%

41	CC(C)c1ccc(S(=O)(=O)c2cn(CC(=O)Nc3ccc(F)cc3)c3ccccc3c2=O)cc1
42	CC1CCCCN1C(=O)CN1CCSc2ccccc21 (centres undefined)
43	COc1ccc(-c2nc3ccccc3s2)cc1NC(=O)c1cc(OC)c(OC)c(OC)c1
44	CCSc1nc(-c2ccccc2F)nc2c1Cc1c(CO)cnc(C)c1O2
45	CCS(=O)(=O)N1CCc2cc(C(=O)NCCc3ccc(OC)cc3)ccc21
46	COc1cccc(-c2cn3c(n2)sc2cc(C(=O)NCCC4=CCCCC4)ccc23)c1
47	Cc1ccc2c(=O)cc(C(=O)Nc3ccc(S(=O)(=O)Nc4ncccn4)cc3)oc2c1C
48	COc1ccc(NC(=O)Cn2c(=O)n(Cc3nc(C)no3)c(=O)c3cc4c(cc32)OCO4)cc1

Compound	41	42	43	44	45	46	47	48
FUS suppressor	-6%	-7%	-12%	-8%	14%	21%	-17%	19%
Abeta yeast res	-2%	-12%	-6%	4%	-23%	-3%	-6%	1%

49	CCOc1ccc(CN2C(=O)c3ccccc3Sc3ccc(C(=O)N4CCN(C)CC4)cc32)cc1
50	CCOC(=O)c1cccc(NC(=O)CSc2ncc3c(n2)-c2ccc(Cl)cc2N(Cc2ccccc2)S3(=O)=O)c1
51	CN(Cc1ccccc1)c1ccc(-c2nc(-c3ccccn3)no2)cc1[N+](=O)[O-]
52	Cc1cccc(N2CCN(C(=O)Cn3c(=O)c4cccn4c4ccc(F)cc43)CC2C)c1 (centres undefined)
53	CCSc1nnc2n(-c3cccc(C)c3)c(=O)c3c4c(sc3n12)CCCC4
54	CC(=O)N1CCCc2cc(S(=O)(=O)N3CCCC(C(=O)N4CCN(c5ccccc5F)CC4)C3)ccc21 (centres undefined)
55	CCOc1ccccc1CNC(=O)c1cnc2c(-c3ccc(OCC)c(OCC)c3)c(C)nn2c1C
56	Cc1c(Cl)cccc1NC(=O)N1CCC(CN2CCCC2)CC1

Compound	49	50	51	52	53	54	55	56
FUS suppressor	15%	-31%	34%	6%	-17%	38%	15%	3%
Abeta yeast res	-6%	-28%	-5%	-23%	-12%	-8%	-3%	0%

57	COc1ccc(Br)cc1CNC(=O)C(C)n1nc(C)n2c(cc3occc32)c1=O (centres undefined)
58	CCOC(=O)c1ccc(N2C(=O)c3n[nH]c(-c4ccco4)c3C2c2cccc(O)c2)cc1 (centres undefined)
59	Cc1ccc(Cl)cc1N1CCN(C(=O)c2cccn3c(=O)c4cc(Cl)ccc4nc23)CC1
60	Cc1ccc(NC(=O)Cn2cnc3c(oc4ccccc43)c2=O)cc1
61	Cc1ccc(C)c(CSC2=NC(C)(C)Nc3ccccc32)c1
62	CCOc1ccc(-c2nnc(SCC(=O)NCc3ccccc3)nc2-c2ccc(OCC)c(OC)c2)cc1OC
63	CC(C)OCCCn1c(SCc2ccccc2C#N)nc2c(sc3ccccc32)c1=O
64	O=C(Cn1ccc2cc(S(=O)(=O)N3CCCCCC3)ccc21)NCc1ccccc1Cl

Compound	57	58	59	60	61	62	63	64
FUS suppressor	2%	29%	-27%	-22%	-2%	?	11%	-3%
Abeta yeast res	-7%	-7%	-4%	-6%	-16%	-1%	-1%	-17%

# Record cards, from the list above:
# Listed for COc1ccc(Br)cc1CNC(=O)C(C)n1nc(C)n2c(cc3occc32)c1=O (centres undefined) → FUS suppressor: 2%; Abeta yeast res: -7%
# Listed for CCOC(=O)c1ccc(N2C(=O)c3n[nH]c(-c4ccco4)c3C2c2cccc(O)c2)cc1 (centres undefined) → FUS suppressor: 29%; Abeta yeast res: -7%

# The list continues:
65	COc1ccc(-n2ccnc(NCCc3ccccc3)c2=O)cc1OC
66	Nc1ncc(S(=O)(=O)NCc2ccc(F)cc2)cn1
67	Cc1cccc(NC(=O)CSc2nnc(CNC(=O)c3cccc(C)c3)n2-c2ccccc2)c1
68	Cc1ccc(/C=C/c2onc(C)c2S(=O)(=O)N2CCC(C(=O)N(CCC(C)C)Cc3ccco3)CC2)cc1
69	Cc1ccc(N2CCN(c3nc4ccccc4c4nnc(C)n34)CC2)c(C)c1
70	O=C(NC1CC(=O)N(c2ccc(Cl)cc2)C1)C1CCCCC1 (centres undefined)
71	Cc1ccc(C)c(N2CCN(S(=O)(=O)c3ccc4c(c3)CCCN4C(=O)C3CCC3)CC2)c1
72	COc1ccc(S(=O)(=O)NCCSc2nnnn2-c2ccccc2)cc1OC

Compound	65	66	67	68	69	70	71	72
FUS suppressor	15%	-23%	9%	6%	7%	12%	36%	22%
Abeta yeast res	-3%	-9%	-14%	12%	-6%	3%	8%	-14%

73	Cc1cn2c(=O)cc(COc3ccccc3NC(=O)c3ccco3)nc2s1
74	Cc1ccc(C(=O)Nc2ccc(-c3nc4ccccc4o3)cc2)cc1Cl
75	COc1ccc(C2=C(C(C)=O)Sc3nnc(-c4ccccc4)n3N2C(C)=O)cc1
76	CCN1CCN(c2ccc(NS(=O)(=O)c3c(C)nc4sccn4c3=O)cc2Cl)CC1
77	CCc1ccc(NC(=O)C2CCC(CNS(=O)(=O)c3ccc4c(c3)C(C)(C)C(=O)N4C)CC2)cc1 (centres undefined)
78	CCn1cc(C(=O)N2CCN(c3ccccc3F)CC2)c(=O)c2cc(S(=O)(=O)N(C)C3CCCCC3)ccc21
79	CC(=O)Nc1ccc(C)cc1-c1nc2ccccc2n(Cc2cccc(Br)c2)c1=O
80	N#Cc1c(-c2ccccc2)cc(-c2ccccc2)nc1SCC(=O)Nc1ccc(Cl)cc1

Compound	73	74	75	76	77	78	79	80
FUS suppressor	-30%	-5%	-3%	5%	-8%	-1%	-24%	22%
Abeta yeast res	-17%	-10%	-5%	-17%	3%	-3%	-6%	-3%

# Screening results deposited in PubChem by National Center for Advancing Translational Sciences (NCATS).
